Rhodamine autofl: compound fluoresces in the rhodamine spectral region | Rhodamine-region fluorescence, 547/598 nm, Tris buffer; stronger effect = higher value | max dye-equivalent concentration, M | 59,000 compounds, 0.05% hits | AID 594; in the data active = max dye-equivalent concentration above about 11 nM; inconclusive = between about 1.1 nM and that limit
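Compound fluorescence in 100 mM Tris, pH 8.0, read after 15 min at room temperature with 547 nm excitation and 598 nm emission. Output is dye-equivalent concentration from an on-plate rhodamine standard series.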
BRCT inh red: disrupts BRCA1 BRCT binding to phosphoprotein, red fluorophore readout | 75,000 compounds, 0.03% hits | P38398 | BRCT-phosphopeptide binding, red fluorescence polarization | Potency, µM (top dose mostly 76.9 µM), for the others: at the top dose activity change, negative = inhibition, actives largely listed as inhibitors; also: % is scaled to controls: 0 for no effect and ±100 for the full control effect
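Rhodamine-labelled pBACH1 10-mer (100 nM) bound to BRCT domain (100 nM) at pH 7.3; compounds incubated 12 min room temperature, polarization read. Free peptide defines full inhibition; unlabelled decapeptide titrated as control.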
BRCT PPI green: inhibitors of human BRCA1 BRCT-phosphoprotein interaction (green fluorophore) | 75,000 compounds, 0.05% hits | BRCA1 BRCT-phosphopeptide binding, green fluorescence polarization | Potency, µM (series often up to 76.9 µM), for inactives: top-dose activity change, negative = inhibition, hits mostly inhibitors | P38398;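 also: potency is read from the fitted curve at half-maximal effect; plate controls were peptide without protein for full effect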
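Compounds were incubated for 12 min at room temperature with a complex of 100 nM fluorescein-tagged pBACH1 decapeptide and 250 nM His-tagged BRCT protein. Buffer was phosphate pH 7.3 with EDTA, DTT and Tween 20. Disruption of binding lowers the polarization signal.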
HEK293 cAMP cs: raises cAMP in parental HEK293 cells, TSHR agonist counter-screen; parental HEK293 CNG cAMP sensor, membrane potential fluorescence; Potency, µM (doses to about 57.1 µM), inactives show at the top dose activation, usual class: activators; 73,000 compounds, 2.5% hits; also: potency is read from the fitted curve at half-maximal effect; % of control where 0% means no effect; nearly all actives have a fitted effect of over 55% in size
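Parental HEK 293 cells stably expressing a modified CNG channel (no TSHR) report cAMP rise as membrane depolarization. Membrane potential dye with 100 uM RO 20-1724 was loaded for 60 min at room temperature, then compound added for 30 min; fluorescence read at 590 nm.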
Tau filament bind: tau filament binding. P10636. recombinant tau filaments, thioflavin S fluorescence, 15 h; filaments grown with octadecylsulfate alongside compound. Potency, µM (doses to about 57.1 µM), for inactives: at the highest dose activity change, negative = inhibition. 71,000 compounds, 2% hits;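 also: potency is read from the fitted curve at half-maximal effect; % is scaled to controls: 0 for no effect and ±100 for the full control effect; actives lower thioflavin S fluorescence by blocking filaments or displacing dye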
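Recombinant tau protein (human, 1 uM final) plus 30 uM ODS in HEPES pH 7.4 with NaCl, DTT and thioflavine S. Compound present from the start; fluorescence at 510 nm after 15 h, 37 C.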
Caspase-1 inhib: allosteric or competitive inhibitors of human caspase-1; P29466; Potency, µM (doses to about 57.5 µM), inactives show at the top dose activity change, negative = inhibition, hits mostly inhibitors; Caspase-1 enzyme, Ac-WEHD-AFC fluorogenic rate; 75,000 compounds, 0.03% hits;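 also: potency is read from the fitted curve at half-maximal effect; plate controls were vehicle for no effect and no substrate for full effect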
DNA Pol III inh: inhibitors of bacterial DNA polymerase III holoenzyme; Potency, µM (doses to about 57.1 µM), without a hit: at the highest dose activity change, negative = inhibition; AID 603; 71,000 compounds, 0.25% hits; reconstituted DNA polymerase III holoenzyme replication, biochemical; also: potency is read from the fitted curve at half-maximal effect; % is scaled to controls: 0 for no effect and ±100 for the full control effect
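Reconstituted *E. coli* holoenzyme (0.35 nM Pol III, 1 nM beta, 154 nM SSB, 2 nM primase) was preincubated with compound for 15 min at RT. Synthesis on 1.4 nM ssM13Gori ran 35 min, then was stopped with PicoGreen/EDTA and read as dsDNA fluorescence.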
Casp7 inh: blocks human caspase-7 allosterically or competitively. P55210. recombinant caspase-7, Ac-DEVD-AFC fluorescence rate. Potency, µM (top dose mostly 57.5 µM), without a hit: top-dose activity change, negative = inhibition, most hits filed as inhibitors. 75,000 compounds, 0.02% hits. AID 889; active = well fitted inhibition curve with a large enough effect in the main read-out, with a control signal flat, not every such curve was filed as active; inconclusive = small, poorly fitted or top-dose-only effect, or a change in a side signal; also: potency is read from the fitted curve at half-maximal effect; % of control where 0% means no effect
USP2a inh: blocks human ubiquitin-specific protease USP2a | Potency, µM (highest dose often 38.3 µM), inactives show top-dose activity change, negative = inhibition, most hits filed as inhibitors | 60,000 compounds, 0.1% hits | O75604 | AID 927 | USP2a enzymatic assay, qHTS inhibition;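 also: potency is read from the fitted curve at half-maximal effect; nearly all actives have a fitted effect of over 60% in size; plate controls were DMSO for no effect and NEM full inhibition control for full effect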
Target sequence (O75604 whole entry, looked up): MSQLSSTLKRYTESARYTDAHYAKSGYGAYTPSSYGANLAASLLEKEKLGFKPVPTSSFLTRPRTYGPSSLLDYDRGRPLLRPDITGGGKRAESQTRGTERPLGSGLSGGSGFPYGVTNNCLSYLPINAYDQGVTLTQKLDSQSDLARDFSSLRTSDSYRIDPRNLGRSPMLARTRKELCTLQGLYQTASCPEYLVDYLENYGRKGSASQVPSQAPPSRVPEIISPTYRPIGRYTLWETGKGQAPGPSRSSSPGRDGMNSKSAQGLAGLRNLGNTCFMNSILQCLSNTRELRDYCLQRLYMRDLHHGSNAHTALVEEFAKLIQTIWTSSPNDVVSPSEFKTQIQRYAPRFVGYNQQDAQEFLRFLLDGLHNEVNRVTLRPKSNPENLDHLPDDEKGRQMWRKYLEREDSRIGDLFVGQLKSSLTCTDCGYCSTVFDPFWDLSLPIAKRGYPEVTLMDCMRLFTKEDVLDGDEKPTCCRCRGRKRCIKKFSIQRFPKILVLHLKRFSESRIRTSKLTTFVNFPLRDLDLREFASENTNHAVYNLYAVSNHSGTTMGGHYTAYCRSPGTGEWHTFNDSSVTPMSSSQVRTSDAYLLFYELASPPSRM
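Coupled readout: USP2-cleaved Ub-PLA2 (20nM final) turns over NBD C6-HPC (20uM final), Ex 460nm/Em 535nm after 2.5 h, time-zero read flagging artifacts. Enzyme (20nM final, pH 8.0 Tris) given 30 min RT with compound first; NEM defines full inhibition.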
HADH2 inh: HADH2 (human) dehydrogenase inhibition | Q99714 | recombinant HADH2, NADH fluorescence, beta-hydroxybutyryl-CoA | Potency, µM (doses to about 57.1 µM), for the others: at the highest dose activity change, negative = inhibition, hits mostly inhibitors | 73,000 compounds, 3.4% hits; also: potency is read from the fitted curve at half-maximal effect; % is scaled to controls: 0 for no effect and ±100 for the full control effect; nearly all actives have a fitted effect of over 60% in size; many of its hits are not listed in these tables
Target sequence (Q99714 whole entry, looked up, one chain of several): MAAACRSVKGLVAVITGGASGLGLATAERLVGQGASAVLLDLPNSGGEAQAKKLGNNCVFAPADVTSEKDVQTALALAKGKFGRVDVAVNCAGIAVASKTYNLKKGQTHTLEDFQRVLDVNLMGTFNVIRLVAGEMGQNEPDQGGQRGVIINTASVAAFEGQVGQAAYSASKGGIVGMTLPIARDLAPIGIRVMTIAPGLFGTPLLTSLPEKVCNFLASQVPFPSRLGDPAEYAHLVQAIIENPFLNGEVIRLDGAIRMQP
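20 nM HADH2 + cpd, 15 min RT; add 1 mM NAD+/90 uM beta-hydroxybutyryl-CoA; kinetic fluorescence 360/450 nm, 4 min. Tris-HCl pH 9.0, 0.01% Tween-20.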
15-hLO inh: blocks human 15-lipoxygenase activity | purified 15hLO-1, xylenol orange hydroperoxide absorbance | 74,000 compounds, 1.4% hits | AID 887 | Potency, µM (series often up to 57.1 µM), without a hit: at the top dose activity change, negative = inhibition, hits mostly inhibitors; also: potency is read from the fitted curve at half-maximal effect; % is scaled to controls: 0 for no effect and ±100 for the full control effect; nearly all actives have a fitted effect of over 55% in size
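40 nM 15hLO-1 + cpd, 15 min RT; start w/ 50 uM AA (final), 6 min RT; stop/detect w/ 200 uM XO + 300 uM Fe(II) in 50 mM H2SO4, 30 min; A573/A405. Buffer 25 mM Hepes pH 7.5, 0.01% Triton X-100. No-enzyme wells as negative control.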
The depositor's hits bear a star; i = inactive; ? = inconclusive; / = no result given; [ ] = dose if it differs, or a comment. Unless noted, calls follow the shape of the dose curve; as a rule, active = well fitted curve in the direction sought with a large enough effect; inconclusive = small, poorly fitted or top-dose-only effect, or another doubt; inactive = no such curve, though single readings can be large; an effect the other way counts as inactive or inconclusive. Only part of the results is shown; the hit share may differ from the screen's.

Start of the listing, in advance (three entries):
SMILES	Rhodamine autofl	BRCT inh red	BRCT PPI green	HEK293 cAMP cs	Tau filament bind	Caspase-1 inhib	DNA Pol III inh	Casp7 inh	USP2a inh	HADH2 inh	15-hLO inh
CCC(C)(C(=O)NC1CCCC1)N(C(=O)c1ccccn1)c1ccccc1 (stereo not drawn)	i	1.9%	-1.4%	27%	-46%	-3%	-1%	-1%	-1%	?	12%
O=C(c1cc2nc(-c3ccco3)cc(C(F)(F)F)n2n1)N1CCCc2ccccc21	i	0.1%	-1.5%	12%	-24%	-4%	-6%	-2%	17%	16%	1%
COC(=O)c1c(C)oc2ccc(OC(=O)N3CCOCC3)cc12	i	-0.6%	-0.2%	5%	7%	-1%	0%	-1%	7%	16%	13%

The listing, from the start:
SMILES	Rhodamine autofl	BRCT inh red	BRCT PPI green	HEK293 cAMP cs	Tau filament bind	Caspase-1 inhib	DNA Pol III inh	Casp7 inh	USP2a inh	HADH2 inh	15-hLO inh
CCC(C)(C(=O)NC1CCCC1)N(C(=O)c1ccccn1)c1ccccc1 (stereo not drawn)	i	1.9%	-1.4%	27%	-46%	-3%	-1%	-1%	-1%	?	12%
O=C(c1cc2nc(-c3ccco3)cc(C(F)(F)F)n2n1)N1CCCc2ccccc21	i	0.1%	-1.5%	12%	-24%	-4%	-6%	-2%	17%	16%	1%
COC(=O)c1c(C)oc2ccc(OC(=O)N3CCOCC3)cc12	i	-0.6%	-0.2%	5%	7%	-1%	0%	-1%	7%	16%	13%
CC1CCCC(NC(=O)CN2CCN(Cc3ccc(Cl)cc3)C2=O)C1C (stereo not drawn)	i	0.3%	-0.4%	25%	7%	1%	5%	0%	10%	15%	15%
COc1ccc(S(=O)(=O)N(CC(=O)N2CCOCC2)c2cc(Cl)ccc2OC)cc1OC	i	-1.1%	-2.3%	7%	-2%	-1%	-4%	3%	-7%	18%	-7%
CCOC(=O)N1CCC(NC(=O)C2CCN(S(=O)(=O)c3cccc4cccnc34)CC2)CC1	/	-1.0%	-1.1%	-4%	-3%	-2%	4%	-3%	/	0%	4%
CC(=O)c1c(O)c(C)c(O)c2c1OC1=CC(=O)C(C(C)=O)C(=O)[C@@]12C (stereo partly drawn)	/	2.7%	88%[activator]	/	/	0%	/	-2%	/	/	42%[activator][25.6 µM]
Cn1c(CSc2nc3ccccc3s2)n[nH]c1=S	/	-1.5%	1.2%	8%	3%	3%	0%	0%	7%	-29%	-4%
COCCn1c(C(=O)N2CCCC2)cc2c1C[C@H]1CN(C(=O)c3ccccc3)[C@@](Cc3ccc(OC)cc3)(C(=O)OC)[C@@H]21	/	0.6%	-2.2%	?	-7%	-2%	-12%	-2%	/	-1%	/
COc1ccc(CNc2nc3nc(-c4ccccc4)cc(=O)n3[nH]2)cc1OC	i	1.6%	-2.5%	-6%	9%	0%	-13%	-4%	-4%	-3%	27%
CCOC(=O)c1c(N)c(C#N)cn1-c1ccccc1	i	-2.2%	-2.1%	4%	-3%	-2%	-8%	0%	1%	-3%	-1%
CC(C)Cn1cnc2c1c(=O)n(CC(=O)Nc1ccc3c(c1)OCO3)c(=O)n2Cc1ccccc1	i	0.4%	-0.4%	-14%	474%	-4%	3%	-1%	17%	8%	-6%
O=C(c1cccc(F)c1)N1CCC[C@@]2(CCN(c3ccccn3)C2)C1	i	-0.6%	-1.3%	?	-2%	-2%	0%	1%	20%	4%	6%
CCC(Oc1ccccc1)C(=O)Nc1nnc(C(F)(F)F)s1 (stereo not drawn)	i	-1.0%	-0.3%	?	7%	0%	3%	0%	-4%	?	-4%
O=C1CC(c2ccccc2)CC(O)=C1C=NCCN1CCNCC1 (stereo not drawn)	/	0.2%	-0.5%	3%	11%	-3%	-5%	0%	2%	0%	3%
Cc1cc(C)cc(Oc2ccc(N)cc2)c1	i	-0.3%	-0.8%	-1%	-20%	1%	-2%	-2%	-10%	-4%	-1%
Cc1ccc(NC(=O)C(C)N2C(=O)c3ccccc3C2=O)cc1 (stereo not drawn)	i	0.8%	-2.0%	9%	-1%	1%	-6%	2%	/	13%	7%
O=C(Nc1cccc(-c2cn3cccnc3n2)c1)c1ccc2c(c1)OCO2	i	5.4%	4.4%	1%	-7%	-4%	-5%	0%	33%[activator]	?	9%
Cc1cc(C)c(OCC(=O)Nc2nnn(C)n2)c(Br)c1	i	-0.9%	-1.8%	0%	5%	-2%	-6%	0%	0%	-20%	-6%
CCOC(=O)N1CCC(NC(=O)Cn2cc3c(n2)CCC(C)C3)CC1 (stereo not drawn)	i	-0.5%	-1.0%	7%	2%	1%	-5%	-1%	-3%	1%	0%
CC1(N2CCOCC2)CC2(O)C(=[N+]1[O-])CCc1c2no[n+]1[O-] (stereo not drawn)	/	1.2%	-3.0%	0%	-8%	0%	0%	-1%	-3%	?	-2%
Cc1ccc(C(c2nnnn2CCc2ccccc2)N2CCSCC2)cc1 (stereo not drawn)	i	-0.7%	-1.4%	20µM*	-3%	-2%	-5%	-3%	-19%	2%	-24%
CCCn1c2c(c(O)c(C(=O)Nc3ccccn3)c1=O)CCCC2	i	0.4%	-1.5%	7%	13%	-2%	-6%	-1%	-7%	5%	-5%
COC(=O)N1CC=CC1(C)C(=O)O (stereo not drawn)	/	1.3%	1.4%	10%	2%	0%	-5%	0%	/	-11%	0%
CCCCCC(=O)Nc1ccc2oc(-c3cncc(Br)c3)nc2c1	i	-0.5%	0.1%	-4%	5%	-2%	-2%	1%	3%	?	7%
CCOC(=O)c1cccc(NC(=O)CCNS(=O)(=O)c2ccc3c(c2)CCN3C(=O)CC)c1	i	0.2%	0.3%	-3%	4%	-1%	-2%	-2%	37%[activator]	10%	3%
CCOC(=O)C1=C(c2ccccc2)NC(SCC(=O)Nc2cccc(C)c2)=C(C#N)C1c1ccco1 (stereo not drawn)	i	0.1%	1.9%	10%	-3%	-14%	-3%	-11%	37%[activator]	-9%	?
O=C(c1csnn1)N1CCC2(CC1)CCN(c1ccccn1)CC2	i	-1.1%	-1.6%	14%	-5%	-3%	-6%	-2%	8%	5%	0%
c1ccc([C@@H]2CN3CCSC3=N2)cc1	i	-3.5%[34.4 µM]	-1.0%[34.4 µM]	9%[25.6 µM]	2%[25.6 µM]	-1%[25.7 µM]	-2%[25.6 µM]	1%[25.7 µM]	-18%[17.1 µM]	-9%[25.6 µM]	6%[25.6 µM]
O=C(NCCc1ccco1)c1nn(Cc2ccccc2)c(=O)c2ccccc12	i	-1.1%	-0.3%	?	117%	0%	0%	-5%	3%	5%	1%
COc1cc(OC)c(C2N(c3ccc(Cl)cc3)C(=O)C3CCCN32)cc1OC (stereo not drawn)	/	0.0%	-1.4%	6%	20µM*	0%	4%	-4%	/	1%	1%
O=C(CSc1nccc(=O)[nH]1)Nc1ccc(F)c(Cl)c1	i	0.8%	-3.4%	23%	-16%	2%	-6%	-3%	14%	?	-1%
COc1ccc(CC(=O)NCc2ccccc2Cl)cc1S(=O)(=O)N1CCOCC1	i	-0.4%	-1.5%	11%	9%	2%	-4%	0%	5%	3%	-5%
CCCCCOC(=O)c1cc(=O)[nH]c2ccccc12	i	-0.8%	-1.7%	?	10µM*	0%	-8%	-1%	-9%	9%	-11%
Cc1nnc(SCc2ccccc2C#N)n1-c1ccccc1	i	-2.4%	-0.6%	6%	-21%	-16%	-5%	-16%	13%	25µM*	?
CC(=O)Nc1cccc2c1OCCO2	i	0.6%	0.5%	4%	-17%	-10%	-4%	-8%	-14%	4%	5%
COc1ccccc1C(=O)Nc1ncc2c(n1)CC(c1ccco1)CC2=O (stereo not drawn)	i	-0.1%	2.3%	12%	-30%	-4%	-7%	-9%	37%[activator]	-19%	2%
O=C(NCc1ccco1)c1scc2c1OCCO2	i	0.4%	0.8%	0%	1%	0%	-4%	0%	-3%	-6%	-3%
COc1cccc2c1[C@H](CO)N1[C@H](C#N)[C@@H]3C[C@H](C(=O)O)[C@@H]([C@@H]1C2)N3C	i	0.5%[15.4 µM]	-1.7%[15.4 µM]	3%[11.4 µM]	-1%[11.4 µM]	2%[11.5 µM]	-12%[11.4 µM]	-2%[11.5 µM]	/	6%[11.4 µM]	27%[11.4 µM]
CCN(CC)CCNC(=O)Cn1nc(Cc2ccccc2)c2ccccc2c1=O	/	0.3%	0.0%	21%	30%	-1%	0%	1%	2%	1%	5%

Bioassay records as filed in PubChem.
